SNCA expr inhib: inhibitors of alpha-synuclein (SNCA) gene expression; HEK-293 SNCA-luciferase knock-in, luminescence, 24 h; Potency, µM (series often up to 57.2 µM), for the others: top-dose activity change, negative = inhibition, usual class: inhibitors; 140,000 tested, 0.17% active; AID 1671194;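 also: potency is read from the fitted curve at half-maximal effect; plate controls were DMSO cells for no effect and cell-free wells for full effect; nearly all actives have a fitted effect of over 45% in size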
GPT2 inhibitor: GPT2 alanine aminotransferase inhibition | Q8TD30 | Recombinant GPT2, coupled pyruvate oxidase/HRP Amplex Red fluorescence | Potency, µM (doses to about 57.7 µM), for inactives: at the highest dose activity change, negative = inhibition, usual class: inhibitors | 100,000 tested, 0.25% active | AID 1671188; also: potency is read from the fitted curve at half-maximal effect; nearly all actives have a fitted effect of over 60% in size; many of its hits are not listed in these tables
Target sequence (Q8TD30 whole entry, looked up): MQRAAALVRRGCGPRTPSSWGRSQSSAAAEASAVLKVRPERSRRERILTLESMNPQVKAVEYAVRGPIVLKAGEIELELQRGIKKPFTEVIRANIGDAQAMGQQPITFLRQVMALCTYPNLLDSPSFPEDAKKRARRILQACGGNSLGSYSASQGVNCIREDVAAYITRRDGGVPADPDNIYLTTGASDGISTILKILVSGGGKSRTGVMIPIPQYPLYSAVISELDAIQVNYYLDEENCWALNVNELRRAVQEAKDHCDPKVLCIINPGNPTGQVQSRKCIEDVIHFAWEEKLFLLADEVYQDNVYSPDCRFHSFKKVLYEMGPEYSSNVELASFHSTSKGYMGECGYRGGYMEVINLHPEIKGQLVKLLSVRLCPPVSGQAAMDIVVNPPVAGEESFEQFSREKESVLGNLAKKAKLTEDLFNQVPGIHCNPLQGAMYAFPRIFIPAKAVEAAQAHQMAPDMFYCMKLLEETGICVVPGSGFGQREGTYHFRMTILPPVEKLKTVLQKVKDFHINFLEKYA
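Inhibition is scored from Amplex Red fluorescence generated when pyruvate oxidase and HRP act on pyruvate released by GPT2. Reactions contain 10ng/uL enzyme, 250uM a-KG and 2mM L-alanine and run 30 min at room temperature.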
Luciferase inh: blocks purified firefly luciferase enzyme activity; P08659; Potency, µM (highest dose often 115 µM), inactives show at the top dose activity change, negative = inhibition, usual class: inhibitors; 76,000 tested, 2.5% active; purified P. pyralis luciferase, luminescence, biochemical; also: potency is read from the fitted curve at half-maximal effect; nearly all actives have a fitted effect of over 65% in size
Target sequence (P08659 whole entry, looked up): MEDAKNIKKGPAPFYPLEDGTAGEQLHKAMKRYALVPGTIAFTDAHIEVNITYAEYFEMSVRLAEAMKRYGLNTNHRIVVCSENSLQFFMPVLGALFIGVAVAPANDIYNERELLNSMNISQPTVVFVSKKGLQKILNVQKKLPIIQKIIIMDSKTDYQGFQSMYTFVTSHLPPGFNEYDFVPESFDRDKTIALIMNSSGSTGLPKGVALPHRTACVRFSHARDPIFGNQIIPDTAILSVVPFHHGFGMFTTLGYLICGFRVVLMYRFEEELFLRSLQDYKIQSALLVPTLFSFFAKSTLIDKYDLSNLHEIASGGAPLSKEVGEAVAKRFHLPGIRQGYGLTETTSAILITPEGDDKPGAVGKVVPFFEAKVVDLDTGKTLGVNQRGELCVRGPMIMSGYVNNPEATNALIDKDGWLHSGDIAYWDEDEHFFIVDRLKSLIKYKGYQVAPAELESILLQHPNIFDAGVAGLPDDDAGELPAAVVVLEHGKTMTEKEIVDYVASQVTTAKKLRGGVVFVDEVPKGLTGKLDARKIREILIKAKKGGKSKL
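Purified 10nM P. pyralis luciferase with 10uM D-luciferin and 10uM ATP in 50mM Tris acetate pH 7.5, 10mM Mg acetate, 0.01% Tween-20, 0.05% BSA. qHTS titration; luminescence read by CCD imager.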
IP6K1 inh: IP6K1 kinase inhibition | 140,000 tested, 0.81% active | AID 1645851 | activity change, % (series mostly up to about 58 µM) | IP6K1 kinase, ADP-Glo luminescence, 2 h; hits give low values | Q92551; in the data active = activity change below about -25%
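ADP-Glo luminescence measures ADP made by human IP6K1 during a 2 h RT reaction with ATP/IP6 (mix at 1.3 mM/130 uM); top library doses 57.5 and 19.1 uM final.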
NIH3T3 tox: kills NIH 3T3 cells. AID 1345082. NIH 3T3 viability, CellTiter-Glo ATP luminescence, 48-72 h. 94,000 tested, 4.3% active. Potency, µM (doses to about 96.7 µM), inactives show at the highest dose activity change, negative = cytotoxicity, usual class: inhibitors; also: potency is read from the fitted curve at half-maximal effect; nearly all actives have a fitted effect of over 55% in size
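First NIH 3T3 cells are plated at 400 cells/well; next compound is pinned in; then plates incubate 48 or 72 hr at 37 °C; finally CellTiter-Glo is added and luminescence read after 10 min.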
SNCA viab count: reduces viability of HEK-293 SNCA reporter cells; HEK-293-SNCA-luc viability, GF-AFC fluorescence, 24 h; Potency, µM (top dose mostly 57.1 µM), for inactives: at the top dose activity change, negative = cytotoxicity, usual class: cytotoxic; 150,000 tested, 0.12% active; AID 1671193;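 also: potency is read from the fitted curve at half-maximal effect; 0% = DMSO-treated cells and -100% = medium-only wells without cells; nearly all actives have a fitted effect of over 30% in size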
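HEK-293-SNCA-luc cells (1500/well) plated 24 h, then exposed 24 h to a dilution series; GF-AFC added 30 min at 37C, fluorescence 405/540 nm; normalised to medium-only and DMSO wells, Hill fit.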
HEK293 tox: cytotoxic compounds in HEK 293 cells | 94,000 tested, 6.6% active | AID 1345083 | HEK 293 viability, ATP luminescence (CellTiter-Glo), 48-72 h | Potency, µM (titrated, usually from 115 µM), for the others: at the top dose activity change, negative = cytotoxicity, most hits filed as inhibitors; also: potency is read from the fitted curve at half-maximal effect; nearly all actives have a fitted effect of over 60% in size
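Luminescence from cellular ATP, measured with CellTiter-Glo, indicates HEK 293 viability. Cells plated at 250 cells/well are treated with compound for 48 or 72 hr at 37 degree Celsius before reagent addition.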
An asterisk follows results filed as active; i = inactive; u = inconclusive; x = no result given; & = joins results of further samples; [ ] = another dose, or the depositor's remark. Unless noted, calls follow the shape of the dose curve; as a rule, active = well fitted curve in the direction sought with a large enough effect; inconclusive = small, poorly fitted or top-dose-only effect, or another doubt; inactive = no such curve, though single readings can be large; an effect the other way counts as inactive or inconclusive. Unless noted, % is scaled to controls: 0 for no effect and ±100 for the full control effect.

Structure | SNCA expr inhib | GPT2 inhibitor | Luciferase inh | IP6K1 inh | NIH3T3 tox | SNCA viab count | HEK293 tox
O=c1[nH]nc2n1CCN(Cc1ccc(F)c(F)c1)CC2 | -24% | i | -2% | 2 | i | -7% | -10%
COc1cc(-c2ccnc3nc(CCC4CCCC4)nn23)cc(OC)c1OC | -18% | u | -3% | 4 | 5.6µM* | u | -22%
COc1ccc(CN2CC3(CCN(S(=O)(=O)c4ccc(F)cc4)CC3)C2=O)cc1 | 1% | i | 0% | 2 | -23% | -6% | 89µM*
CNC(=O)[C@@H]1CN(C(=O)c2cncn2C)C[C@H]1COC | -8% | u | -5% | 7 | -6% | 2% | -11%
Cc1noc(-c2ccn3c(CNC(=O)c4ccc(F)c(Cl)c4)nnc3c2)n1 | 3% | i | -4% | 18 | i | 0% | i
COc1ccccc1Nc1ccnc(N2CCC(C(=O)NC3CCCC3)CC2)n1 | u | -10% | x | 11 | u | -6% | u
O=C(Nc1ccc(-c2nnc3n2CCCC3)cc1)c1ccccc1F | 25% | i | -17% | 12 | 2% | -2% | 2%
Cc1ccc2oc(-c3ccc(Cl)cc3)c(O)c(=O)c2c1 | 132%[activator] | x | x | -13 | x | 16% | x
Cc1noc(C)c1-c1cc2c(c(-c3cnn(C)c3)c1)C(=O)N(C)C2 | 58%[activator][87.6 µM] | 3%[88.5 µM] | -17%[172 µM] | 12 | u | -6%[87.6 µM] | -42%[172 µM]
Cc1ccccc1NC(=O)c1c(NC(=O)c2cccs2)sc2c1CCC(C)C2 (configuration not stated) | 47%[activator] | x | x | -2 | x | 8% | x
CCn1nccc1C(=O)N1C[C@@H](COC)[C@H](c2nc(C)no2)C1 | u | 4% | -2% | -10 | -5% | -4% | -4%
Clc1cnccc1CN1CCNc2cnc(-c3ccccc3)cc2C1 | u | -33%[88.5 µM] | -11%[172 µM] | 1 | u | -5%[87.6 µM] | u

Brought forward from above: 6 entries; new compounds follow.
Structure | SNCA expr inhib | GPT2 inhibitor | Luciferase inh | IP6K1 inh | NIH3T3 tox | SNCA viab count | HEK293 tox
O=C(Nc1ccc(-c2nnc3n2CCCC3)cc1)c1ccccc1F | 25% | i | -17% | 12 | 2% | -2% | 2%
Cc1ccc2oc(-c3ccc(Cl)cc3)c(O)c(=O)c2c1 | 132%[activator] | x | x | -13 | x | 16% | x
Cc1noc(C)c1-c1cc2c(c(-c3cnn(C)c3)c1)C(=O)N(C)C2 | 58%[activator][87.6 µM] | 3%[88.5 µM] | -17%[172 µM] | 12 | u | -6%[87.6 µM] | -42%[172 µM]
Cc1ccccc1NC(=O)c1c(NC(=O)c2cccs2)sc2c1CCC(C)C2 (configuration not stated) | 47%[activator] | x | x | -2 | x | 8% | x
CCn1nccc1C(=O)N1C[C@@H](COC)[C@H](c2nc(C)no2)C1 | u | 4% | -2% | -10 | -5% | -4% | -4%
Clc1cnccc1CN1CCNc2cnc(-c3ccccc3)cc2C1 | u | -33%[88.5 µM] | -11%[172 µM] | 1 | u | -5%[87.6 µM] | u
O=C1CCN(Cc2ccncc2)CCCC(C(=O)N2CCN(c3ccccn3)CC2)CCN1 (configuration not stated) | -20% | i | 6% | -7 | -16% | 0% | 2%
O=C1Cc2c(-c3ccccc3OCc3ccccc3)n[nH]c2CN1Cc1ccccc1 | 10%[87.6 µM] | 4%[88.5 µM] | -18%[172 µM] | 14 | u | -13%[87.6 µM] | 50µM*
CCC1CCCCN1S(=O)(=O)c1ccc2c(c1)CCCN2C(C)=O (configuration not stated) | -20% | x | x | 1 | x | 2% | x
Cc1cccc(NC(=O)Cn2c(=O)c(-c3noc(C)n3)c3n(c2=O)CCCC3)c1 | 1% | i | 0% | 37 | i | 12% | 15%
CCCCNC(=O)CC(c1cccc(OC)c1)c1c[nH]c2ccccc12 (configuration not stated) | 0% | i | -4% | -5 | u | -6% | 79µM*
COc1ccc(Nc2cc(C(=O)NCCCN(C)C3CCCCC3)c3ccccc3n2)cc1 | -4% | x | x | -6 | x | -1% | x
COCc1noc(CC2CN(C(=O)c3cn(-c4ccccc4)nn3)CCO2)n1 (configuration not stated) | 17% | i | u | -4 | -19% | 2% | -3%
COc1ccc(-c2nn(CC(=O)NCc3ccccc3)c3c2cnc2ccc(F)cc23)cc1 | 60%[activator] | x | x | 46 | x | -7% | x
CC(C)CN1CCN(C(=O)c2cc3c(s2)CCN(C(=O)c2ccc(Cl)cc2)C3)CC1 | -37% | i | -6% | 2 | -29% | -17% | u
CC(C)C1NC(=O)CNC(=O)C2CCCN2C(=O)C(Cc2c[nH]c3ccccc23)NC(=O)CNC(=O)C(C(O)c2ccc(O)cc2)NC(=O)CNC1=O (configuration not stated) | x | i | x | -1 | x | -28%[23.9 µM] | x
CCNc1cc(N2CCC(CCC(=O)NCc3c(C)nn(C)c3C)CC2)ncn1 | u | 2% | -20% | 14 | -12% | 0% | 2%
Cn1ncc2c(C(=O)Nc3ccccc3F)cc(-c3ccccc3C(F)(F)F)nc21 | x | x | x | -3 | 2% | x | -4%
O=C(NCC(c1cccnc1)N1CCN(Cc2ccccc2)CC1)C(=O)Nc1cccc(F)c1 (configuration not stated) | 142%[activator] | x | x | -9 | x | 1% | x
CCC(=O)N1CCc2sc(C(=O)NC3CCN(Cc4ccccc4)CC3)cc2C1 | 4% | -1% | 15% | -2 | -24% | 8% | u
Cc1cccc(-c2cccc(CN3CCC(NC(=O)c4ccccn4)CC3)c2)c1 | -17% | i | x | -4 | u | 4% | u
O=C(N[C@H](CO)[C@H](O)c1ccc([N+](=O)[O-])cc1)C(Cl)Cl | 23%&-23% | 4% | x | 30 | x | -6%&-16% | x
COc1ccc(OC)c(NC(=O)c2cc3c(=O)n4cccc(C)c4nc3n2C)c1 | 14% | x | x | 14 | x | 13% | x
Cc1noc(-c2cccn3c(CNC(=O)c4ccco4)nnc23)n1 | -17% | i | -2% | 13 | -6% | 1% | -6%
COc1ccc(C(=O)N2CCC(Cc3nc(C(C)C)no3)CC2)cc1 | u | 4% | -14% | 7 | u | 5% | u
O=C1NCCCCCCN(C(=O)Cc2cccnc2)[C@@H]2CCC[C@H]12 | 15% | -7% | -2% | 2 | 1% | 3% | -4%
CC(C)c1ccc(S(=O)(=O)c2nnn3c2nc(N2CCCCC2)c2ccccc23)cc1 | -26% | -7% | x | 10 | -1% | 1% | i
Fc1ccc(CN2CC[C@H](c3nc4ccc(C(F)(F)F)cc4[nH]3)C2)cc1F | 7.9µM* | u | -7%[172 µM] | 10 | 13µM* | 32µM* | 10µM*
Cc1cc(C)cc(NC(=O)Nc2nnc(N(C)C3CCCCC3)s2)c1 | 4% | x | x | -14 | x | -6% | x
COc1ccccc1N1CCN(C(=O)C[C@@H]2CCNC[C@@H]2Cc2cc(CN3CCOCC3)on2)CC1 | 25% | -1% | -12% | 5 | -7% | 4% | -7%
CC(=O)N1CCC(N2CCOC[C@H]2c2ncc(-c3ccc(C)cc3)[nH]2)CC1 | -21%[87.6 µM] | i | 13%[172 µM] | -1 | 3%[138 µM] | -2%[87.6 µM] | i
Cc1noc(C)c1CCC(=O)N1CCN(Cc2ccccc2)CC(O)C1 (configuration not stated) | 23% | i[11.5 µM] | 2% | -5 | -19% | -1% | -14%
Cc1cc(F)ccc1NC(=O)CN1C(=O)NC2(CCS(=O)(=O)CC2)C1=O | 22% | i | 2% | 10 | i | 2% | 11%
COC(=O)[C@@H]1Cc2nc[nH]c2CN1Cc1ccc(Cl)cc1 | -14%[87.6 µM] | i | 10%[172 µM] | 1 | -15%[174 µM] | -1%[87.6 µM] | u
CCOC(=O)c1c(NC(=O)c2ccc(S(=O)(=O)N3CCC(C)CC3)cc2)sc2c1CCN(C)C2 | -21% | x | x | -13 | x | -15% | x
Cc1cc(C)cc(NC(=O)N2CCN(C)c3ncccc32)c1 | -10% | x | x | -12 | x | 7% | x
NC(=O)C(CCC(F)(F)F)N(Cc1ccc(-c2ncon2)cc1F)S(=O)(=O)c1ccc(Cl)cc1 (configuration not stated) | x | -23% | x | -10 | x | -22% | x
c1ccc(-c2ccc(CNCc3cccs3)o2)cc1 | 88%[activator] | -18% | 35µM* | -2 | -22% | -10% | u
COc1ccc([C@H]2C[C@@H](O)[C@@H](O)[C@@H]2NC(=O)c2nc3ccccc3s2)cc1 | 33%[activator][87.6 µM] | -3%[88.5 µM] | 45µM* | 1 | -27%[138 µM] | -12%[87.6 µM] | u
Cc1cccc(N(C)C(=O)Cn2cnc3nc4c(cc3c2=O)CCCC4)c1 | 11% | x | x | 23 | x | -15% | x
CC(C)OCCCNc1ncnc2c1CN(C1CCCNCC1)C(=O)CN2C (configuration not stated) | 9% | 3% | x | 9 | -15% | 3% | -12%
c1ccc(-c2nc(CC3CCNC3)no2)cc1 (configuration not stated) | 11% | 5% | 1% | -4 | -15% | 7% | -17%
CCn1c(SCc2ccccc2F)nc(=O)c2c(C(=O)OC)cc(C3CC3)nc21 | -13% | x | x | 11 | x | -8% | x
CCOCCOc1ccccc1C(=O)N1CC[C@@](O)(COC)C(C)(C)C1 | 1% | 3% | -5% | 1 | i | -2% | -5%
O=C(c1cccnc1)N1CCCCC1c1nc(C2CC2)n[nH]1 (configuration not stated) | 7% | 2% | -4% | 7 | i | 0% | 0%
COc1ccc(-n2ncc(C(=O)NCc3ccc4c(c3)OCO4)c2C2CCN(C(=O)OC(C)(C)C)CC2)cc1 | u | x | x | -15 | x | -16% | x
O=C1CCN(C(=O)NCCc2ccccc2)CCCCCCN1 | 1% | -24% | -7% | -6 | 0% | -4% | i
O=C(CN1C(=O)COc2ccc(S(=O)(=O)N3CCOCC3)cc21)N1CCN(c2ccccc2F)CC1 | -9% | x | x | -6 | x | -4% | x
O=C(C1CCCN1C(=O)c1ccc(C(F)(F)F)cc1)N1CCC(N2CCOCC2=O)CC1 (configuration not stated) | 26% | 4% | x | 15 | -12% | 11% | 1%
O=C(C1CC=CC1)N1CCC[C@H](n2c(=O)n(Cc3cccc(F)c3)c3cccnc32)C1 | -25% | i | x | 2 | u | -10% | u
O=C(C1CCCC1)N1CC(c2nc(CCOCC3CCOCC3)no2)C1 | -2% | -10% | -9% | 4 | -9% | 3% | -5%
O=C(NCCN1CCCCC1)c1ccc(Cn2c(SCc3ccccc3)nc3cccnc32)cc1 | -11% | x | x | 12 | x | u | x

Only part of the results is shown, so the mix of outcomes need not match the whole.
